hERG protect: hERG rescue from dofetilide block, primary screen, cell-based, CHO-hERG, FluxOR thallium flux, dofetilide IC70. Voltage-gated inwardly rectifying potassium channel KCNH2 (Homo sapiens), Q12809. dofetilide IC70 present. activation (rescue from dofetilide block), less the hit threshold, % at 10 µM. hit rate 0.51% among 310,000. AID 1511, 2009;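 active = activation above the mean of controls blocked by dofetilide plus 5 SD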;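 note: thallium influx through hERG after potassium depolarization seen as dye fluorescence rise; in these data hits start at about 4.7%; inactives centre near -7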
KCNK9 inh: KCNK9 potassium channel inhibitors, primary screen, HEK293 cells, thallium flux; Potassium channel subfamily K member 9 (Homo sapiens), Q9NPC2; FluxOR thallium flux fluorescence; hits give low values; hit rate 1.2% among 310,000; B-score at 10 µM;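 active = ratio B-score over 3 SD below the library mean, with starting fluorescence within 5 SD of its mean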;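 note: negative B-score means less thallium flux so channel inhibition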
DYRK1A inh: rat Dyrk1A kinase inhibitors, primary screen, biochemical, single point, plate reader; ADP-Glo luminescence, NFATc1 peptide; inhibition, % at 12.5 µM; hit rate 0.43% among 310,000; AID 504441, 2011; in the data active = inhibition above about 50%;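 note: plate controls were vehicle with enzyme for no effect and no enzyme for full effect; many of its hits are not listed in these tables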
RGS4 act: RGS4 potentiators or activators, primary screen, cell-based, HEK293 M3R inducible RGS4, calcium flux. carbachol calcium flux Fluo4; hits give low values. B-score at 10 µM. hit rate 0.92% among 310,000. AID 463111, 2010;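 active = B-score of the integrated calcium signal more than 4 SD below the library mean, with starting fluorescence not abnormally high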;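 note: negative B-score means reduced calcium response which marks RGS4 activation or potentiation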
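Material: Inducible-RGS4 HEK293 cells carrying M3 receptor; also added: carbachol at ECmax as muscarinic agonist stimulus; incubation: compound preincubation 20 min at room temperature before agonist; signal: Fluo4-AM (2 µM) calcium-flux fluorescence, kinetic read; measure: integrated calcium ratio converted to B score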
HDAC3 inh: HDAC3 deacetylase inhibitors, primary screen, biochemical, fluorescence, cell-free homogeneous. inhibition, % at 8.3 µM. Histone deacetylase 3 (Homo sapiens), O15379. recombinant HDAC3, fluorogenic peptide/trypsin coupled. hit rate 0.15% among 320,000; in the data active = inhibition above about 26%, passing the limit was not always enough
Target sequence (O15379 whole entry, looked up): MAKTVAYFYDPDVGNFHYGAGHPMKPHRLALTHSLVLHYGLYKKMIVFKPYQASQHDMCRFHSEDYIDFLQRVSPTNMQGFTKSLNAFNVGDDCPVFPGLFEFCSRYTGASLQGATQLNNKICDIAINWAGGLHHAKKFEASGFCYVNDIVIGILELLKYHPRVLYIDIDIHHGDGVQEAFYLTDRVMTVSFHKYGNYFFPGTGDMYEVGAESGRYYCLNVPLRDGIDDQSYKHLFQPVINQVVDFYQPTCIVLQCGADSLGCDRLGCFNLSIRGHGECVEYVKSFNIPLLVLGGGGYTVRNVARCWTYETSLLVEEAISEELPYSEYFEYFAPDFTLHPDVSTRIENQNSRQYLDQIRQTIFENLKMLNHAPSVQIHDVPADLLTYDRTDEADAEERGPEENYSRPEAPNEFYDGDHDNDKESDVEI
KCNQ1 inh: inhibitors of human KCNQ1 channel, primary screen, cell-based, thallium flux, high-throughput. Potassium voltage-gated channel subfamily KQT member 1 (Homo sapiens), P51787. CHO-K1 KCNQ1, FluxOR thallium flux fluorescence; hits give high values. B-score at 10 µM. hit rate 1.3% among 310,000;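 active = compounds whose thallium flux B-score, printed positive for inhibition, exceeds three library SD while starting fluorescence stays within three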;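 note: channel opened by potassium depolarization with thallium stimulus after 20 min compound exposure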
GSK3B inh: human GSK3beta kinase inhibitors, primary screen, biochemical, cell-free homogeneous, HTS | hit rate 0.038% among 300,000 | Glycogen synthase kinase-3 beta (Homo sapiens), P49841 | AID 2097, 2009 | GST-GSK3beta kinase, ADP-Glo luminescence, 60 min; hits give low values | activity score (negative = inhibition), % at 10 µM;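 active = more than half of replicate wells score below -50%, meaning over 50% inhibition versus plate controls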;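 note: 0% = median DMSO wells and -100% = median GW8510 positive control wells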
Target sequence (P49841 whole entry, looked up): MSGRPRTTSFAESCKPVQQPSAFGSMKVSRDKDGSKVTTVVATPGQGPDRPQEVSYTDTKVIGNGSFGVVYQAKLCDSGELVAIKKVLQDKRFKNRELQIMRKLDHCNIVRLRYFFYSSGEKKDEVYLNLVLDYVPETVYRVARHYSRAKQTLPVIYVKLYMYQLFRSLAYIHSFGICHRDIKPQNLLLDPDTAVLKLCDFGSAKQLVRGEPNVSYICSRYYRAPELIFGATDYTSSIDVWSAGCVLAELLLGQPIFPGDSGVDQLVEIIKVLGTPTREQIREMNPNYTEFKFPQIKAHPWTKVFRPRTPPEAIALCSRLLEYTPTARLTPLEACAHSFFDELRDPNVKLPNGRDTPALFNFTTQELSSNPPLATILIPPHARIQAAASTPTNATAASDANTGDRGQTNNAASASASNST
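test system = GST-tagged human GSK3beta kinase, cell-free | reagent = 25 µM ATP with peptide substrate | dosing = one dose of 10 µM per compound | schedule = 60 min reaction, RT | detection = luminescent ADP-Glo measurement of ADP formed | control set = DMSO neutral wells and GW8510 at 20 µM as positive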
GSK3 alpha inh: blockers of GSK3A enzyme activity – biochemical, luminescence, cell-free homogeneous, HTS, primary screen; hit rate 0.1% among 320,000; Glycogen synthase kinase-3 alpha (Homo sapiens), P49840; GSK-3 alpha kinase, ADP-Glo luminescence, 60 min; inhibition, % at 10 µM;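 in the data active = inhibition above about 50%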;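 note: GST-tagged GSK-3 alpha with peptide substrate and 25 µM ATP; 0% = DMSO neutral wells and 100% = GW8510 positive control wells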
KCNK3 block: human KCNK3 channel inhibitors, primary screen, CHO cells, FluxOR thallium flux, B-score; Potassium channel subfamily K member 3 (Homo sapiens), O14649; FluxOR fluorescence; hits give low values; B-score at 10 µM; hit rate 0.84% among 340,000; AID 602410, 2012;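 active = B-score under library mean minus 4 SD, starting fluorescence ratio at most library mean plus 5 SD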;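 note: more negative B-score means stronger inhibition of thallium flux through KCNK3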
KCNQ1 act: potentiators or activators of KCNQ1 channel, primary screen, cell-based, thallium flux, high-throughput. CHO-K1 KCNQ1, thallium flux FluxOR fluorescence; hits give high values. Potassium voltage-gated channel subfamily KQT member 1 (Homo sapiens), P51787. B-score at 10 µM. hit rate 0.35% among 310,000;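 active = fluorescence ratio B-score, a plate-corrected score, at least three library SD, with initial intensity B-score within 5 SD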
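Doses: Single concentration per compound, DMSO matched to controls | Test system: KCNQ1-transfected CHO-K1 cells | Timing: 90 min dye loading and 20 min compound exposure, both at room temperature | Measured by: Kinetic FluxOR thallium fluorescence, 10-s 1-Hz baseline, 110-s post-stimulus read | Medium: Assay buffer with matched DMSO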
PolyA inhibitor: polyadenylation inhibitors in yeast reporter cells, primary screen, luminescence, S. cerevisiae. S. cerevisiae SKY197-pL101 polyadenylation reporter, beta-gal luminescence; efflux-impaired pdr1/pdr3 knockout yeast; score 100 = 6 SD above DMSO. calls only at 12 µM. hit rate 0.02% among 300,000. AID 1875, 2009;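 active = lowest replicate activity score at least 50, where 100 means six control SD above control mean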;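 note: yeast exposed to compound for 9 h at 30 °C; higher score means more reporter readthrough which indicates perturbed polyadenylation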
Active calls of the source: *; i = inactive; . = not tested or not shown. A portion of the library; count on the stated rates, not on these rows.

SMILES	hERG protect	KCNK9 inh	DYRK1A inh	RGS4 act	HDAC3 inh	KCNQ1 inh	GSK3B inh	GSK3 alpha inh	KCNK3 block	KCNQ1 act	PolyA inhibitor
Cc1cccc(C(O)(C(=O)NNc2ccc3ccccc3n2)c2cccc(C)c2)c1	-7	i	-3	i	3	i	-2	-1	i	i	i
CC(Oc1cccc2ccccc12)C(=O)N/N=C/c1cccnc1 (configuration not stated)	-6	i	.	i	7	i	-3	1	i	i	i
COc1cc(-c2cc(N)n(S(=O)(=O)c3ccccc3)n2)cc(OC)c1OC	-9	i	-1	i	-3	i	-6	2	i	i	i
Cc1cc(NC(=O)c2ccc(S(=O)(=O)N3CCOCC3)cc2)no1	-8	i	3	i	-2	i	2	2	i	i	i
COc1cccc(OCC(O)CN2CCC(CN3C(=O)c4cccc5cccc(c45)C3=O)CC2)c1 (configuration not stated)	-15	i	-1	i	-7	i	-5	4	i	i	i
CCC(=O)N=c1n(C)c2ccccc2n1CCOc1ccccc1	-2	i	-7	i	9	i	0	7	i	i	i
O=C(CN1CCN(Cc2ccc(F)cc2)C1=O)NC1CCCC1	-9	i	6	i	0	i	-21	-1	i	i	i
CCN(CC)Cc1c(C(=O)N/N=C/c2ccc(C)o2)nnn1-c1nonc1N	-8	i	-2	i	3	i	-1	32	i	i	i
O=C(Nc1ccc(Cl)cc1)N1CCc2ccccc2C1	-6	i	-3	i	0	i	2	0	i	i	i
Cc1c(/C(O)=C2/C(=O)C(=O)N(Cc3cccnc3)C2c2cccs2)cnn1-c1ccccc1 (configuration not stated)	-7	i	-54	i	2	i	0	-1	i	i	i
CCc1ccc(CNC(=O)CCS(=O)(=O)Cc2ccc(C)cc2)cc1	-5	i	-1	i	1	i	-1	-15	i	i	i
CC(C)N(Cc1ccccc1)C(=O)CC(=O)N(Cc1ccccc1)C(C)C	-4	i	-9	i	4	i	1	-1	i	i	i
CCCCC(=O)Nc1ccc(S(=O)(=O)N2CCCCC2c2cccnc2)cc1 (configuration not stated)	-11	i	2	i	7	i	-1	-3	i	i	i
Cc1ccc(S(=O)(=O)CCC(=O)Nc2ccc3c(c2)OCO3)cc1	-6	i	0	i	6	i	2	-4	i	i	i
NC(=O)COC(=O)CSc1cccc2cccc(Cl)c12	-18	i	.	i	5	i	1	-5	i	i	i
O=C(OCc1ccc(Cl)cc1)c1cccnc1Cl	-3	i	-2	i	2	i	0	7	i	i	i
COC(=O)c1ccccc1NC(=O)CSc1nnc(COc2cccc(OC)c2)n1C	-9	i	3	i	-3	i	4	6	i	i	i
Cc1ccc(C)c(N2CCN(C(=O)c3csc(C)c3C)CC2)c1	-5	i	-2	i	0	i	-2	-3	i	i	i
Cc1onc(-c2ccccc2Cl)c1C(=O)Oc1cccc2cccnc12	-4	i	3	i	1	i	-1	-2	i	i	i
O=C(Nc1cc(C(F)(F)F)ccc1N1CCOCC1)c1cncc(Br)c1	-16	i	0	i	3	i	0	-2	i	i	i
O=C(CN(C(=O)CNC(=O)c1ccco1)c1ccc(F)c(Cl)c1)NC1CCCCC1	-7	i	2	i	2	i	0	2	i	i	i
C/C=C/c1ccc(OCC(=O)Nc2cc(C(F)(F)F)ccc2N2CCOCC2)c(OC)c1	-6	i	-10	i	-1	i	0	1	i	i	i
CCCOc1ccc(Cl)cc1CNc1ccccc1	-7	i	-6	i	-1	i	3	-5	i	i	i
CCCCn1c(N)c(N(CCOC)C(=O)CN(C)S(=O)(=O)c2ccc(F)cc2)c(=O)[nH]c1=O	-7	i	-5	i	.	i	1	.	i	i	i

Part of the list above, bar-delimited:
structure | hERG protect | KCNK9 inh | DYRK1A inh | RGS4 act | HDAC3 inh | KCNQ1 inh | GSK3B inh | GSK3 alpha inh | KCNK3 block | KCNQ1 act | PolyA inhibitor
COC(=O)c1ccccc1NC(=O)CSc1nnc(COc2cccc(OC)c2)n1C | -9 | i | 3 | i | -3 | i | 4 | 6 | i | i | i
Cc1ccc(C)c(N2CCN(C(=O)c3csc(C)c3C)CC2)c1 | -5 | i | -2 | i | 0 | i | -2 | -3 | i | i | i

2 neighbouring entries from above, for reference:
SMILES	hERG protect	KCNK9 inh	DYRK1A inh	RGS4 act	HDAC3 inh	KCNQ1 inh	GSK3B inh	GSK3 alpha inh	KCNK3 block	KCNQ1 act	PolyA inhibitor
CCCOc1ccc(Cl)cc1CNc1ccccc1	-7	i	-6	i	-1	i	3	-5	i	i	i
CCCCn1c(N)c(N(CCOC)C(=O)CN(C)S(=O)(=O)c2ccc(F)cc2)c(=O)[nH]c1=O	-7	i	-5	i	.	i	1	.	i	i	i

The list goes on.
SMILES	hERG protect	KCNK9 inh	DYRK1A inh	RGS4 act	HDAC3 inh	KCNQ1 inh	GSK3B inh	GSK3 alpha inh	KCNK3 block	KCNQ1 act	PolyA inhibitor
CCOc1ccc(CC(=O)Nc2nccs2)cc1OCC	1	i	2	i	2	i	1	1	i	i	i
CCOC(=O)Cn1c2ccccc2c2nc3ccccc3nc21	-7	i	5	i	-2	i	3	3	i	i	i
CC(=O)c1ccc(NC(=O)Cn2cnc(S(=O)(=O)N3CCc4ccccc43)c2)cc1	-7	i	9	i	3	i	5	-1	i	i	i
Cc1cccc2sc(NC(=O)C3CSC4(C)CCC(=O)N34)nc12 (configuration not stated)	-9	i	-2	i	12	i	0	1	i	i	i
COc1ccc(C(CC(=O)O)N2C(=O)CCC2=O)cc1 (configuration not stated)	-2	i	-5	i	0	i	3	-1	i	i	i
Cc1cc(C)c(S(=O)(=O)N2CCN(C(=O)C(C)Cn3cncn3)CC2)c(C)c1 (configuration not stated)	-7	i	0	i	2	i	.	-2	i	i	i
COc1cc(C(=O)N/N=C/c2ccsc2C)cc(OC)c1OC	-1	i	1	i	0	i	0	-1	i	i	i
COc1cc2ccccc2c2c1CCCC2=O	-5	i	10	i	-2	i	1	17	i	i	i
CCCCNC(=O)Cn1cnc2c(cnn2-c2ccc(C)c(C)c2)c1=O	-9	i	4	i	-4	i	2	-2	i	i	i
Nc1nc(Nc2ccccc2)nc(NCc2ccco2)c1[N+](=O)[O-]	-6	i	-4	i	13	i	-33	23	i	i	i
CCc1cc2c(=O)[nH]c(N3CCCC3)nc2s1	-4	i	-3	i	2	i	0	4	i	i	i
c1ccc(C2Nc3ccccc3Oc3ccccc32)cc1 (configuration not stated)	-13	i	.	i	-2	i	1	3	i	i	i
COc1cccc(CNc2ncc(-c3ccccc3)n2C)c1	-4	i	9	i	1	i	-4	-2	i	i	i
O=C(NN1CCCCC1)c1cccc(COc2ccc(Cl)cc2)c1	-7	i	6	i	3	i	3	0	i	i	i
O=C(C[n+]1cnn(CC(=O)c2ccc(Cl)cc2Cl)c1)c1ccc([N+](=O)[O-])cc1	-6	i	-1	i	-3	i	-1	2	i	i	i
Cc1ccc(C(=O)N/C(=C\c2ccco2)C(=O)NCCN2CCOCC2)cc1	-1	i	2	i	3	i	3	-2	i	i	i
O=C(Nc1cccc(S(=O)(=O)N2CCOCC2)c1)C(c1ccccc1)N1CCCCC1 (configuration not stated)	-7	i	-5	i	8	i	1	2	i	i	i
Cc1cc(C(=O)Nc2nc(-c3ccccn3)cs2)ccc1[N+](=O)[O-]	-7	i	6	i	-3	i	2	-1	i	i	i
O=C1CN2C(=N1)N(Cc1ccccc1)c1ccccc12	-13	i	-6	i	7	i	1	-1	i	i	i
O=C(CCn1c(=S)[nH]c2ccccc2c1=O)N1CCOCC1	-7	i	6	i	0	i	-3	-3	i	i	i
Cc1ccc2[nH]c3c(NCCCN4CCCC4=O)ncnc3c2c1	-5	i	8	i	-29	i	0	2	i	i	i
Cc1c(C=O)c(=O)n(-c2ccccc2)n1C	-2	i	-1	i	-6	i	-5	-1	i	i	i
O=c1[nH]c(=O)n(CCc2ccc(F)cc2)c(O)c1C=NCc1ccc2c(c1)OCO2	-1	i	-1	i	2	i	4	.	i	i	i
O=C(N/N=C/C1CC=CCC1)c1ccc(O)cc1O (configuration not stated)	-5	i	12	i	-7	i	-17	12	i	i	i
C=CCN1CCN(C(c2cc(OC)ccc2OC)c2nnnn2CC2CCCO2)CC1 (configuration not stated)	-7	i	-6	i	-1	i	-5	-4	i	i	i
CCOC(=O)c1sc(NC(=S)NC(=O)c2cccc(Cl)c2)c(C(=O)OCC)c1C	0	i	0	i	0	i	-3	0	i	i	i
Cc1c(C2Nc3ccccc3NC3=C2C(=O)CC(C)(C)C3)cnn1C (configuration not stated)	-7	i	-2	i	-4	i	-1	1	i	i	i
S=C(NCc1ccc(Cl)cc1)NN1CCOCC1	-10	i	-3	i	-3	i	0	-2	i	i	i
COCCN=C1NN=C(c2cc(C)n(CC3CCCO3)c2C)CS1 (configuration not stated)	-10	i	-2	i	4	i	-1	0	i	i	i
CCOC(=O)/C=C1\Nc2ccccc2SC1=O	-8	i	1	i	.	i	-1	-1	i	i	i
O=C(c1ccco1)N1CCN(c2c([N+](=O)[O-])nn(-c3ccc(Cl)cc3)[n+]2[O-])CC1	-13	i	-2	i	3	i	-1	-6	i	i	i
Cc1cc(NC(=O)CSc2nc(-c3ccco3)cc(C(F)(F)F)n2)n(-c2ccccc2)n1	-2	i	3	i	0	i	3	1	i	i	i
COc1ccccc1NC(=O)CCCN1C(=O)C2CC=CCC2C1=O (configuration not stated)	-8	i	-8	i	-8	i	0	-1	i	i	i
COc1ccc(CCNC(=O)CNC(=O)c2ccco2)cc1	1	i	-4	i	0	i	-10	0	i	i	i
CCOc1cc(C2NC(=O)NC(C)=C2C(=O)OC(C)CC)cc(Br)c1O (configuration not stated)	-11	i	-3	i	-1	i	0	0	i	i	i
Cc1ccc(NC(=O)C2CCN(S(=O)(=O)c3ccccc3)CC2)cc1	-1	i	.	i	-5	i	2	1	i	i	i
